Screening results from PubChem.
AID inhibitor – activation induced cytidine deaminase inhibition; Q9GZX7; AID deamination FRET fluorescence, UDG-coupled, 4 h; Potency, µM (doses to about 115 µM), inactives show top-dose activity change, negative = inhibition, actives largely listed as inhibitors; actives 0.32% (n = 91,000); also: nearly all actives have a fitted effect of over 25% in size
Target sequence (Q9GZX7 whole entry, looked up): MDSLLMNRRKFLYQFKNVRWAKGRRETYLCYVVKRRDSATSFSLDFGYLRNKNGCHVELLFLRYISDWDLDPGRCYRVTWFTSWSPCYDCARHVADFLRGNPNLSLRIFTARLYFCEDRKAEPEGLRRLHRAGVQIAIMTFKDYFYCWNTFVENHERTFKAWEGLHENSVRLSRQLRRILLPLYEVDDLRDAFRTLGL
UDG counterscr – blocks uracil-DNA glycosylase in AID counter-screen | Potency, µM (top dose mostly 115 µM), for the others: at the top dose activity change, negative = inhibition, most hits filed as inhibitors | actives 0.14% (n = 91,000) | FRET deamination/UDG coupled assay, UDG read, 4 h; also: nearly all actives have a fitted effect of over 65% in size
The depositor's hits bear a star; ? = inconclusive; [ ] = remark or other dose. Calls follow the shape of the dose curve; as a rule, active = well fitted curve in the direction sought with a large enough effect; inconclusive = small, poorly fitted or top-dose-only effect, or another doubt; inactive = no such curve, though single readings can be large; an effect the other way counts as inactive or inconclusive. % is scaled to controls: 0 for no effect and ±100 for the full control effect; potency is read from the fitted curve at half-maximal effect. Only part of the results is shown; the hit share may differ from the screen's.

| molecule | AID inhibitor | UDG counterscr |
| --- | --- | --- |
| CC1CCC2(CC1)N=C(c1ccc(Cl)cc1Cl)C(=S)N2 (stereo not given) | 1% | -1% |
| CCc1c(C)c2ccc3c(c2oc1=O)CN(Cc1ccccc1)CO3 | 0% | 13% |
| CSc1ccc(C(C)NC(=O)C(C)C)cc1 (stereo not given) | 0% | 5% |
| COc1ccc(C2=C(C)C(N3CCC(C(=O)Nc4cc(C)ccc4C)CC3)=NS2(=O)=O)cc1 | 4% | 0% |
| CCOC(=O)c1c(-c2ccccc2)oc2ccc(OCc3ccccc3Br)cc12 | 1% | 4% |
| Cc1ccc(C(=O)NCc2ccc(N3CCN(C)CC3)nc2)o1 | -7% | -1% |
| FC(F)(F)c1cnc(Sc2nnc(-c3ccncc3)n2C2CC2)c(Cl)c1 | 1% | 7% |
| Cc1ccc(CSc2cn(CC(=O)N3CCCCC3)c3ccccc23)cc1 | 24% | -7% |
| Cc1ccc(OC(=O)CSc2nnc(-c3ccc4c(c3)OCO4)o2)cc1 | -12% | 0% |
| CCCOc1ccc(NC(=O)COc2ccccc2)c2cccnc12 | 1% | -4% |
| O=C(Cc1cccs1)Nc1c(C(=O)Nc2ccc(F)cc2)oc2ccccc12 | 15% | -10% |
| N#CCc1ccc(OCC(O)Cn2cnc3cc(Cl)ccc3c2=O)cc1 (stereo not given) | -14% | -17% |
| CC(C)CNc1oc(-c2ccc([N+](=O)[O-])cc2)nc1C#N | -11% | -2% |
| COC(=O)CN(CC(=O)OC)NC(=O)CCC(=O)O | 3% | 14% |
| CCOc1cccc(C(c2c[nH]c3ccccc23)c2c[nH]c3ccccc23)c1O | 26% | -2% |
| COC(=O)c1ccc(/C=N/OCc2cc(C(C)=O)ccc2OC)cc1 | -6% | -12% |
| Cc1cc2oc(C(=O)N(Cc3ccccc3Cl)C3CCS(=O)(=O)C3)cc(=O)c2cc1Cl (stereo not given) | -16% | -9% |
| Cc1ccc(N(Cc2cccs2)C(=O)c2ccccc2[N+](=O)[O-])cc1 | -13% | -12% |
| CC(C)c1ccc(NC(=O)CNC(=O)Cn2ccc3ccccc3c2=O)cc1 | -16% | -7% |
| CCOc1ccc2c(c1)S/C(=C\c1ccc(Cl)cc1)C(=O)N2 | 2% | 2% |
| CC(CNC(=O)Nc1ccc(C(F)(F)F)cc1)CN1CCN(C)CC1 (stereo not given) | 4% | 5% |
| O=C(CCc1cccnc1)Nc1ccc(N2CCOCC2)cn1 | 0% | 1% |
| COc1ccc(CNC(=O)CN2C(=O)CCn3nc(-c4ccccc4)cc32)c(OC)c1 | -2% | 8% |
| CCc1ccc(C(=O)Nc2ccc3nn(-c4ccc(C)c(Cl)c4)nc3c2)cc1 | 83%[activator] | -4% |
| CCOC(=O)c1ccc(NC(=O)CC2C(=O)N(c3cccc(OC)c3)C(=O)N2C2CCCCC2)cc1 (stereo not given) | 9% | -12% |
| Cc1ccc(C#CC[N+]2(C)CCCCC2)cc1 | -1% | -2% |
| CCOC(=O)C(CC)Sc1c(CC)cnc2c1c(=O)n(C)c(=O)n2C (stereo not given) | 5% | -1% |
| O=C(Nc1ccc(OC(F)(F)F)cc1)c1cc2c(=O)n3ccccc3nc2s1 | 1% | 12% |
| COc1cc(NC(=O)Nc2nnc(N3CCCCC3)s2)cc(OC)c1 | 1% | 10% |
| CCCCn1c(=O)c2oc3ccccc3c2n(Cc2ccc(C)cc2)c1=O | -8% | -2% |
| CCOC(=O)C(=Cc1ccccc1)C(=O)OCC | 2% | 5% |
| O=C(CN1C(=O)COc2ccc(S(=O)(=O)Nc3ccccc3)cc21)NCc1ccccc1Cl | 22% | 3% |
| Cc1ccc(SCc2ccc(C(=O)Nc3c(C)cccc3C)cc2)cc1 | -4% | 2% |
| COc1ccc(NC(=O)C(=O)NCC(c2cccnc2)N2CCc3ccccc3C2)cc1 (stereo not given) | 344%[activator] | 14% |
| CNC(=O)NC(=O)COC(=O)c1csc(NCc2ccccc2)n1 | 7% | 11% |
| COc1cc(CCNC(=O)c2ccc3c(c2)c(C)c(C)n3Cc2cccc(C)c2)cc(OC)c1OC | ? | ? |
| Cc1cc(O)c(C(=O)/C=C/c2ccccc2)cc1Cl | -6% | -12% |
| CCCNC(=O)C1CCN(c2nc3ccc(C)cc3[nH]2)CC1 | 16% | 11% |
| COc1ccc(Cl)cc1Nc1ccc2cc(S(=O)(=O)N3CCCCC3)ccc2n1 | 4% | -25%[57.5 µM] |
| Cc1nc2c(-c3ccccc3)c(C)nn2c(C)c1CCC(=O)NCc1ccc(Cl)cc1 | -5% | 2% |
| CC(C)CNC(=O)CCSc1nc(-c2ccc3c(c2)OCO3)cc(C(F)(F)F)n1 | ? | 9% |
| Cc1cc(NC(C)C2CC3CCC2C3)n2ncnc2n1 (stereo not given) | 2% | 2% |
| O=C(CN1CCN(c2ccc([N+](=O)[O-])c3cnccc23)CC1)Nc1ccccc1F | -4% | 0% |
| CCOC(=O)/C(C#N)=C1\SCC(C#N)S1 (stereo not given) | -4% | -10% |
| Cc1ccccc1C(=O)Nc1cc2c(cc1N1CCOCC1)n(C)c(=O)n2C | 59%[activator] | -28% |
| CCc1nn2c(=O)cc(CNc3cc(F)ccc3F)nc2s1 | -5% | -11% |
| O=C(CN1CCN(c2ccc(Cl)cc2)CC1)Nc1ccc(F)c(F)c1 | ? | -8% |
| O=C(Nc1ccc(F)cc1F)c1cc2c(=O)n3ccccc3nc2s1 | 16% | -3% |
| COc1cccc(CNC(=O)CCc2cn(Cc3ccccc3Cl)c3ccccc23)c1 | 3% | -5% |
| COc1ccc(Nc2nc(-c3ccc(NC(C)=O)cc3)cs2)cc1 | -3% | -3% |

One compound at a time (already shown):
`O=C(CN1C(=O)COc2ccc(S(=O)(=O)Nc3ccccc3)cc21)NCc1ccccc1Cl` across the screens: AID inhibitor = 22%; UDG counterscr = 3%
`CCOC(=O)C(CC)Sc1c(CC)cnc2c1c(=O)n(C)c(=O)n2C` (stereo not given) across the screens: AID inhibitor = 5%; UDG counterscr = -1%

Remaining list, next part.
| molecule | AID inhibitor | UDG counterscr |
| --- | --- | --- |
| CCOc1ccc(NC(=O)CSc2nnc(-c3ccc(C)cc3)c(-c3ccc(C)cc3)n2)cc1 | 9% | ? |
| CC(C)CCn1c(SCCN2CCOCC2)nc2c1c(=O)[nH]c(=O)n2C | -8% | -5% |
| Cc1ccc(OCC(=O)N(Cc2nc(-c3ccccc3)no2)C(C)C)cc1C | -12% | 0% |
| COc1cccc(NC(=O)COC(=O)COc2ccc3c(C)cc(=O)oc3c2)c1 | -8% | 43%[activator] |
| O=C(O)c1cc(Cl)ccc1F | 1% | 4% |
| CCCC(=O)Nc1scc(-c2ccc(OC)c(OC)c2)c1C(=O)OCC | -2% | 3% |
| O=C(Nc1ccc2[nH]c(=O)c(=O)[nH]c2c1)c1cccc(F)c1 | 39%[activator] | 11% |
| COc1ccc(F)cc1C(=O)COC(=O)C1(c2ccc(Cl)cc2)CC1 | 11% | 0% |
| Cc1ccc(Cl)cc1NC(=O)c1cc(S(=O)(=O)N2CCOCC2)cn1C | 0% | 7% |
| Oc1cccc(Nc2nc(-c3ccc(F)cc3F)cs2)c1 | 84% | -1% |
| CC1CCc2c(sc3ncnc(N4CCS(=O)CC4)c23)C1 (stereo not given) | 6% | 1% |
| CCOC(=O)c1ccc(NC2SC(=O)N(Cc3cccc(C(=O)O)c3)C2=O)cc1 (stereo not given) | 26%[57.5 µM] | -1%[57.5 µM] |
| Cc1nc2c(cc(OCC(O)COc3ccc(C#N)cc3)c3ccsc32)s1 (stereo not given) | -14% | ? |
| O=C(NCCc1ccc(F)cc1)C(=O)NCC(c1cccs1)S(=O)(=O)c1ccc(Cl)cc1 (stereo not given) | 5% | -26% |
| COc1ccc(N2CCN(C(=O)CCn3c(=O)c4cccn4c4cccnc43)CC2)cc1 | 6% | -4% |
| COc1ccc(NC(=O)CC2C(=O)N(c3cccc(OC)c3)C(=O)N2Cc2cccnc2)cc1 (stereo not given) | 15% | 0%[57.5 µM] |
| O=C(c1ccc(CSc2nc3ccncc3n2Cc2ccccc2F)cc1)N1CCCCC1 | -14% | -1% |
| COc1ccccc1C(C)NC(=O)c1n[nH]c(=O)c2ccccc12 (stereo not given) | 4% | 9% |
| CCCCCc1ccc(-c2ccc(-c3ccc(C#N)cc3)cc2)nc1 | 3% | -5% |
| CCOC(=O)C1CCN(C(=O)CSc2nnc(Nc3ccc(C)cc3C)s2)CC1 | -6% | -7% |
| CC1CCN(C(=O)c2cnn(-c3ccc(Cl)cc3)c2C2CCN(C(=O)OC(C)(C)C)CC2)CC1 | 0% | -2% |
| Cc1ccc(-c2nc3cc(NC(=O)c4cc(Br)ccc4Cl)ccc3o2)cc1 | 84%[activator] | 10% |
| CCN1CCN(c2oc(-c3ccccc3F)nc2C#N)CC1 | 5% | -1% |
| CCC(C)Cn1c(/C=C/c2ccccc2)nc2ccccc21 (stereo not given) | ? | 79µM* |
| CCOc1cc(C#N)cc(Br)c1OCc1nnc(-c2ccccc2Br)o1 | -11% | -7% |
| CCC(C)(C)C1CCC(NC(=O)c2cccnc2Cl)CC1 (stereo not given) | -8% | -4% |
| CSc1ccc(-c2nnn(CC(=O)Nc3sc4c(c3C#N)CCC(C(C)(C)C)C4)n2)cc1 (stereo not given) | -1% | -9%[57.5 µM] |
| O=C(NCc1ccc(F)cc1)c1ccccc1-c1ccccc1 | -10% | -2% |
| N#CCCn1c(-c2ccccc2)c(-c2ccccc2)c2ccc3ccccc3c21 | 2% | 5% |
| O=C(Nc1ccc(N2CCN(Cc3ccccc3)CC2)cc1)c1cnc2ccccc2n1 | 6% | -5% |
| Cc1ccc(-n2ncc(C(=O)NCCc3ccsc3)c2C2CCN(C(=O)OC(C)(C)C)CC2)cc1C | ? | 55%[activator] |
| COCCCNC(=O)c1ccc(Cn2c(=O)c3ccccc3n(CC(=O)Nc3ccc(C)cc3C)c2=O)cc1 | 6% | -11% |
| Cc1ccnc2nc(C(=O)OC(C)C(=O)c3c[nH]c4ccccc34)nn12 (stereo not given) | -13% | -3% |
| Cc1ccccc1-c1nc2ccc(NC(=O)C3CC3)cc2o1 | -2% | 6% |
| COc1ccccc1OC(C)C(=O)NCC1(N2CCOCC2)CCCCC1 (stereo not given) | 34%[activator] | -8%[57.5 µM] |
| COc1ccccc1N1CCN(C(=O)c2ccc3c(c2)CCN3S(=O)(=O)c2ccccc2)CC1 | ? | -5% |
| COC(=O)CCSc1nc2sc3c(c2c(=O)n1Cc1ccccc1)CCC(C(C)(C)C)C3 (stereo not given) | -16% | -13% |
| O=S(Cc1cccc(Cl)c1)Cc1cccc(C(F)(F)F)c1 (stereo not given) | -6% | 7% |
| CCN(CC)S(=O)(=O)c1ccc(OC)c(NC(=O)c2nn(C)c(=O)c3ccccc23)c1 | -4% | -7% |
| CC(C)Cc1nn2cc(-c3cccc(Br)c3)nc2s1 | -9% | -8% |
| COCc1cccc(CNC(=O)NC(C)COCC(F)(F)F)c1 (stereo not given) | 1% | 1% |
| COc1ccc(Cl)cc1NC(=O)CSc1cn(CC(=O)N2CCCCCC2)c2ccccc12 | 212%[activator] | -15% |
| Cc1csc2nc(-c3cccc(NS(=O)(=O)c4cccs4)c3)cn12 | -6% | 2% |
| CC(C)C(=O)Nc1ccc(F)c(F)c1 | -4% | -8% |
| COc1ccc(-c2nn(-c3ccc(F)cc3)c3c2cnc2cc4c(cc23)OCO4)cc1 | 11% | 7% |
| Cc1ccc(C(=O)CC2(C#N)C(N)=C(C=O)CC2(C#N)C#N)cc1 (stereo not given) | 53%[activator] | 0% |
| COc1ccccc1Cc1nc2ccccc2nc1SCC(=O)N1CCC(C)CC1 | 5% | -18% |
| CCN(C(=O)c1cn(CC)c(=O)c2cc(OC)c(OC)cc12)c1ccc(C)c(C)c1 | -19% | -4% |
| CCN(CC)C(=S)SC(C(N)=O)c1ccccc1 (stereo not given) | -2% | -2% |
| N#Cc1cccc(NC(=O)c2cc3c(s2)-c2ccc(Cl)cc2SC3)c1 | -27% | -13%[57.5 µM] |

Next entries follow.
| molecule | AID inhibitor | UDG counterscr |
| --- | --- | --- |
| COc1ccc(C(=O)N[C@@H]2C(=O)Nc3c(c(C)nn3C)[C@H]2c2ccc3c(c2)OCCO3)cc1OC | 2% | 4% |
| CCc1ccc(CNC(=O)CN2C(=O)C3CCCCN3c3ccc(C(=O)N4CCCC4)cc32)cc1 (stereo not given) | -4% | -6% |
| Fc1ccc(CCNC(=S)Nc2cccc(Cl)c2)cc1 | -23% | -10% |
| COc1cccc(C(=O)CC2(O)C(=O)Nc3ccc(F)cc32)c1 (stereo not given) | 27% | -8% |
| CCN(C(=O)Cn1c(=O)n(-c2ccccc2)c(=O)c2ccc(C(=O)NCc3ccc4c(c3)OCO4)cc21)c1cccc(C)c1 | ? | -17% |
| CCOc1ccc(CCNC(=O)C2CCC(CNS(=O)(=O)c3ccc(Cl)cc3)CC2)cc1OCC (stereo not given) | 7% | -9%[57.5 µM] |

Another view of 4 compounds above.
> Fc1ccc(CCNC(=S)Nc2cccc(Cl)c2)cc1
  AID inhibitor = -23%
  UDG counterscr = -10%
> CCOc1ccc(CCNC(=O)C2CCC(CNS(=O)(=O)c3ccc(Cl)cc3)CC2)cc1OCC (stereo not given)
  AID inhibitor = 7%
  UDG counterscr = -9%[57.5 µM]
> COc1ccc(C(=O)N[C@@H]2C(=O)Nc3c(c(C)nn3C)[C@H]2c2ccc3c(c2)OCCO3)cc1OC
  AID inhibitor = 2%
  UDG counterscr = 4%
> CCN(C(=O)Cn1c(=O)n(-c2ccccc2)c(=O)c2ccc(C(=O)NCc3ccc4c(c3)OCO4)cc21)c1cccc(C)c1
  AID inhibitor = ?
  UDG counterscr = -17%
